Bioassay records: PubChem BioAssay, several laboratories
NTR1 ag: agonists of NTR1, primary screen, imaging, U2OS cells, beta-arrestin-GFP, high content (AID 493036); hit rate 0.17% among 330,000; activation, % at 20 µM; P30989; NTR1-U2OS beta-arrestin-GFP spot imaging, agonist mode;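 active means activation at or above 40% of the spot to cytoplasm intensity ratio, with at least 20 cells analyzed; inconclusive means wells under 20 cells, flagged as cytotoxic or low count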;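 further: 0% = DMSO without peptide and 100% = 100 nM NTR1 peptide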
Target sequence (P30989 whole entry, looked up): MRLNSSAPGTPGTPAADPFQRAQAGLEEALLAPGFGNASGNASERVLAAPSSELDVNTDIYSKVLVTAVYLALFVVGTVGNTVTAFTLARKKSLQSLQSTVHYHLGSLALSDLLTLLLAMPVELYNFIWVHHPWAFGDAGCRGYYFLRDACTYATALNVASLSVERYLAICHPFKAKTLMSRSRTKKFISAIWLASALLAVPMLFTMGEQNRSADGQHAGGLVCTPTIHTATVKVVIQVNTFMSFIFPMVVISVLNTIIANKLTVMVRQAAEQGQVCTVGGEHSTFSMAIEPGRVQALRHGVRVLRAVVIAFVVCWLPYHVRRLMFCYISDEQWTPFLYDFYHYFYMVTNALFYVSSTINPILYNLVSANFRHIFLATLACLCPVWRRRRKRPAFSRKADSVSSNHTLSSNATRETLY
GPR35 antagonists: inhibition of zaprinast-stimulated GPR35 beta-arrestin translocation – imaging, U2OS, beta-arrestin-GFP, zaprinast agonist, primary screen (AID 2058). inhibition, % at 10 µM, or IC50 in µM where a hit was titrated. U2OS GPR35 beta-arrestin-GFP translocation imaging, zaprinast antagonism; higher % means a stronger effect. hit rate 0.052% among 290,000;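 active means inhibition of at least 50% with at least 30 cells and total cytoplasm GFP at most 10,000,000; inconclusive means under 30 cells or total GFP of 10,000,000 plus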
LYP phosphatase: PTPN22 lymphoid phosphatase activity blockers – biochemical, fluorescence intensity, uHTS (AID 1779). recombinant LYP phosphatase, fluorescence intensity; higher % means a stronger effect. inhibition, % at 11.5 µM, or IC50 in µM where a hit was titrated. hit rate 0.054% among 290,000; in the data active means inhibition above about 50%;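 further: plate controls were vehicle with enzyme for no effect and no enzyme for full effect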
MgcRacGAP inhibition: MgcRacGAP GTPase-activating activity inhibitors, confirmation, biochemical, ADP Hunter fluorescence; MgcRacGAP-stimulated Rac1 GTP hydrolysis, ADP Hunter fluorescence; higher % means a stronger effect; GST-tagged Rac1 F28L mutant substrate; inhibition, % at 30 µM, or IC50 in µM where a hit was titrated; hit rate 0.6% among 340,000;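 active means first-screen hits whose inhibition reached a set limit at any dose in the follow-up dose series; inconclusive means inhibition above the set first-screen limit but never retested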;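 further: fluorescence reports GDP produced by GAP-driven GTP hydrolysis; strong numbers were not always called active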
HIV fusion peptide: cell-free HIV fusion peptide-binding blockers – biochemical, uHTS, fluorescence dequenching, primary screen (AID 1986). cell-free peptide binding, fluorescence dequenching, 30 min; higher % means a stronger effect. inhibition, % at 20 µM; hits with a dose series show IC50 in µM. hit rate 0.3% among 290,000; in the data active means inhibition mostly above about 52%, no sharp cut-off; inactive means mostly below about 76%; further: some results filed as inactive read as strong as hits
Myeloid diff MLP: promotes myeloid progenitor differentiation; hit rate 1% among 360,000; calls only at 10 µM; ER-HoxA9 myeloid progenitors, lysozyme-GFP differentiation, flow cytometry;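 active means normalized GFP-positive differentiation at or above the plate's own cutoff, the solvent-only control mean plus 3 SD; inconclusive means no clear call, values can overlap the other calls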;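 further: cells exposed to compound for four days before flow analysis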
Siah-1 displacement: Siah-1 peptide-binding antagonists, primary screen, biochemical, fluorescence polarization, rhodamine-plectin, uHTS (AID 1817); displacement, % at 20 µM; hits with a dose series show IC50 in µM; Siah-1 / rhodamine-plectin peptide fluorescence polarization; higher % means a stronger effect; hit rate 0.02% among 290,000;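 active means displacement of at least 50% at 20 µM, with a fluorescence ratio check between 0.3 and a set limit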;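 further: plate controls were Siah plus tracer with DMSO for no effect and tracer alone without Siah for full effect; strong numbers were not always called active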
GPR55 antagonists: GPR55 antagonists blocking LPI-driven arrestin recruitment, primary screen, imaging, U2OS, beta-arrestin-GFP, LPI agonist (AID 2013); hit rate 0.13% among 290,000; U2OS GPR55 beta-arrestin-GFP translocation imaging, LPI antagonism; higher % means a stronger effect; inhibition, % at 10 µM; hits with a dose series show IC50 in µM;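 active means spots per cell inhibited over 60%, with over 100 cells counted and total cytoplasm intensity under 500,000; inconclusive means wells with under 100 cells, flagged as likely toxic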;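 further: U2OS cells stably carrying GPR55 and arrestin-GFP stimulated by 5 µM LPI near EC80; imaged beta-arrestin-GFP aggregate spots per cell after agonist stimulation; plate controls were LPI-stimulated DMSO wells for no effect and DMSO wells without LPI for full effect; some results filed as inactive read as strong as hits; confirmed hits need IC50 under 10 µM and bright autofluorescent wells are also inconclusive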
Salmonella PhoP GFP: inhibitors of PhoP regulon expression, primary screen, Salmonella Typhimurium, GFP reporter (AID 1863). S. Typhimurium PhoP-regulated promoter GFP reporter, 4 h; higher % means a stronger effect. one-dose inhibition, % at 50 µM; IC50 in µM for titrated hits. hit rate 0.16% among 300,000;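 active means inhibition over 29.93%, a cutoff 3 SD above the screen mean, later confirmed by dose response; inconclusive means inhibition over 29.93% but no dose response follow-up; inactive means inhibition at most 29.93% or unconfirmed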;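 further: 0% = low Mg2+ inducing control and 100% = high Mg2+ repressing control; strong numbers were not always called active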
NTR1 ag cell count 20 µM: also measured in NTR1 ag; calls as there; cell count; measured here: cell count, cytotoxicity flag
Myeloid diff MLP GFP+ MAC1+ %: recorded beside Myeloid diff MLP, whose call it bears; GFP+ MAC1+ double positive, %; measured here: differentiation confirmed by MAC1 staining
* marks the source's active call; other numbers are inactive results; i = inactive; ? = inconclusive; . = no result given; + = active, no number.

SMILES	NTR1 ag	NTR1 ag cell count 20 µM	GPR35 antagonists	LYP phosphatase	MgcRacGAP inhibition	HIV fusion peptide	Myeloid diff MLP	Myeloid diff MLP GFP+ MAC1+ %	Siah-1 displacement	GPR55 antagonists	Salmonella PhoP GFP
CN(C)CCOCCOc1ccc(Cl)cc1C(C)(C)C	0.5	65	-6%	0%	18%	1.8%	i	1.4	0%	-13%	6%
Cc1cc(C)n(C(C)CNC(=O)c2ccc3c(c2)OCO3)n1 (centres undefined)	1.3	39	10%	-15%	5%	1.0%	i	0.4	1%	-1%	3%
COC(=O)c1cnn(-c2ccccc2)c1N	1.5	39	-2%	-7%	8%	-0.9%	i	0.4	-5%	5%	2%
Cc1cccc(S(=O)(=O)NNC(=O)c2cc(-c3ccc(F)cc3)nc3ccccc23)c1	4.9	61	51%	0%	10%	-2.0%	i	0.9	3%	8%	4%
CC1=C/C(=N\OC(=O)/C=C/c2ccccc2)C(C)=CC1=O	0.5	91	-6%	-6%	1%	1.0%	+	2.2*	4%	19%	-6%
COC(=O)C1CN(C(=O)C(C)Oc2ccccc2Cl)c2ccccc2O1 (centres undefined)	-0.4	62	-14%	-2%	3%	-1.2%	i	0.9	-5%	3%	3%
O=C(Nc1ncc(Cc2cccc(Cl)c2)s1)C1=NCCN1	-0.1	54	10%	-8%	6%	-2.7%	i	0.7	3%	21%	6%
OCC1CCCCN1CCNCc1cn[nH]c1-c1cccc2ccccc12 (centres undefined)	0.9	52	3%	-10%	11%	-0.7%	i	0.5	10%	-6%	-5%
c1ccc(-n2ncc3c2ncn2cnnc32)cc1	-1.6	45	-2%	7%	9%	1.2%	i	0.7	-4%	-10%	1%
Cc1cccc2cc(CN(CC3CCCO3)C(=O)NC3CCCCC3)c(=O)[nH]c12 (centres undefined)	-0.3	82	-6%	1%	2%	-0.5%	i	0.9	2%	-3%	5%
CCN(Cc1ccccc1)C(=O)CCc1nnc(CCCc2ccccc2)o1	0.8	44	-10%	-2%	-6%	1.3%	i	0.1	1%	6%	-8%
CCn1nc(NC(=O)CC(C)C)c2cc3ccc(C)cc3nc21	3.0	103	-10%	-8%	1%	-0.8%	i	0.3	-8%	6%	1%
Cn1c(N)c(C(=O)CNC2CCCCC2)c(=O)n(C)c1=O	-1.5	98	.	.	6%	.	i	0.6	.	.	-2%
CC(C)CCNC(=O)C1CC(c2cccc(F)c2)=NO1 (centres undefined)	0.5	55	0%	-3%	3%	-1.0%	i	1.7	1%	-18%	8%
O=C(CN1C(=O)NC2(CCCC2)C1=O)N1CCN(S(=O)(=O)c2cccc(C(F)(F)F)c2)CC1	-0.6	52	.	.	2%	.	i	1.1	.	.	2%
O=C(CNc1cc(S(=O)(=O)N2CCOCC2)ccc1NCC1CCCO1)Nc1cccc(F)c1 (centres undefined)	2.7	41	10%	-5%	4%	-0.3%	i	1.4	-1%	11%	0%
O=C(c1ccc(O)cc1)c1ccc(O)cc1O	-0.6	53	-1%	-4%	10%	3.7%	i	0.4	2%	10%	-2%
Cc1cccc(C)c1NC(=O)COC(=O)CCC(=O)c1cccs1	1.8	51	-3%	-2%	-1%	-1.1%	i	0.2	-3%	-5%	5%
Cc1ccc(C)c(OCCn2c(=O)c3c(ncn3C3CCCC3)n(Cc3ccccc3)c2=O)c1	0.2	74	-2%	5%	5%	1.8%	i	0.5	-2%	12%	19%
O=C(c1c(F)cccc1F)N1CCCC(c2nc(-c3ccc(F)cc3)no2)C1 (centres undefined)	2.3	53	-9%	-16%	-1%	-1.8%	i	0.5	-1%	2%	2%
CCOc1ccc(CN(C(=O)c2cc(=O)c3cc(C)cc(C)c3o2)C2CCS(=O)(=O)C2)cc1 (centres undefined)	2.4	50	60%	-5%	-13%	-0.5%	?	.	-5%	-2%	10%
O=c1c2ccccc2sc2ccc(C#CC3(O)CCCCC3)cc12	17	51	.	.	-2%	.	i	0.8	.	.	-12%
COc1cc(NC(=O)CN2C(=O)COc3ccc(S(=O)(=O)N4CCOCC4)cc32)cc(OC)c1	0.2	69	4%	-4%	10%	-1.5%	i	0.4	2%	4%	-7%
O=[N+]([O-])c1ccc(N=Nc2ccc(O)cc2O)cc1	-2.5	94	-4%	3%	8%	-0.3%	i	0.1	0%	-16%	25%
COCCNC(=O)C(c1ccco1)N(C(=O)Cn1nnc2ccccc21)c1cc(C)ccc1C (centres undefined)	3.7	17	10%	-8%	8%	0.4%	i	3.7	0%	-7%	-5%

The closing 6 entries of the section above come first, to join the parts:
SMILES	NTR1 ag	NTR1 ag cell count 20 µM	GPR35 antagonists	LYP phosphatase	MgcRacGAP inhibition	HIV fusion peptide	Myeloid diff MLP	Myeloid diff MLP GFP+ MAC1+ %	Siah-1 displacement	GPR55 antagonists	Salmonella PhoP GFP
O=C(c1c(F)cccc1F)N1CCCC(c2nc(-c3ccc(F)cc3)no2)C1 (centres undefined)	2.3	53	-9%	-16%	-1%	-1.8%	i	0.5	-1%	2%	2%
CCOc1ccc(CN(C(=O)c2cc(=O)c3cc(C)cc(C)c3o2)C2CCS(=O)(=O)C2)cc1 (centres undefined)	2.4	50	60%	-5%	-13%	-0.5%	?	.	-5%	-2%	10%
O=c1c2ccccc2sc2ccc(C#CC3(O)CCCCC3)cc12	17	51	.	.	-2%	.	i	0.8	.	.	-12%
COc1cc(NC(=O)CN2C(=O)COc3ccc(S(=O)(=O)N4CCOCC4)cc32)cc(OC)c1	0.2	69	4%	-4%	10%	-1.5%	i	0.4	2%	4%	-7%
O=[N+]([O-])c1ccc(N=Nc2ccc(O)cc2O)cc1	-2.5	94	-4%	3%	8%	-0.3%	i	0.1	0%	-16%	25%
COCCNC(=O)C(c1ccco1)N(C(=O)Cn1nnc2ccccc21)c1cc(C)ccc1C (centres undefined)	3.7	17	10%	-8%	8%	0.4%	i	3.7	0%	-7%	-5%
CC(=O)NC(Cc1cccc(F)c1)C(=O)NC1CCN(C(=O)c2ccc(C)cc2)CC1 (centres undefined)	1.3	33	3%	-7%	6%	-0.5%	i	0.1	1%	3%	4%
CCN(CC)CCOc1c(C)cccc1Cl	0.3	44	-8%	-6%	5%	2.0%	i	0.2	-1%	0%	0%
CC(=O)c1c(C(C)=O)c(C)n(-c2ccc(N)c(C)c2)c1C	8.9	105	4%	-3%	3%	-1.2%	i	0.7	1%	7%	-12%
COc1ccccc1CNC(=O)COn1nnc2ccc(S(=O)(=O)N3CCOCC3)cc21	1.0	69	.	.	6%	.	i	1.1	.	.	4%
O=C(CNCc1ccccc1)Nc1ccc(Cl)cc1	-1.2	83	-3%	-8%	8%	1.5%	i	1.0	-1%	1%	16%
CCc1ccc(NC(=O)C(=O)NCC(O)c2ccccc2)cc1 (centres undefined)	-0.1	82	3%	-12%	0%	-1.8%	i	0.2	-1%	15%	4%
CCCN(C(=O)Cc1ccc(S(=O)(=O)N2CCOCC2)s1)c1c(N)n(Cc2ccccc2)c(=O)[nH]c1=O	-1.1	69	-10%	0%	5%	11%	i	0.0	0%	12%	-3%
Cc1ccc(Nc2nc(Cl)c(C=O)s2)cc1	0.6	61	5%	-7%	12%	16%	+	1.3*	17%	-2%	-4%
Cc1ccc(/C=C/C(=O)NCc2ccc3c(c2)OCO3)o1	1.3	46	0%	-1%	9%	4.4%	i	0.5	8%	-1%	10%
O=C(O)CCC(=O)CCC(=O)c1ccc(Cl)cc1	-0.9	30	-6%	-4%	3%	1.6%	i	7.8	3%	-6%	11%
C#C[C@]1(O)CCC2C3CCC4=Cc5oncc5CC4(C)C3CCC21C (some centres undefined)	9.1	84	.	.	5%	.	i	3.2	.	.	3%
OC(CNCc1cccnc1)COc1ccc2ccccc2c1 (centres undefined)	-1.1	56	-5%	-13%	15%	1.0%	i	0.6	11%	1%	6%
Cc1ccc(-n2nnnc2-c2cnc(-c3cccnc3)nc2C(F)(F)F)cc1	6.1	82	-14%	-9%	0%	-2.9%	i	1.7	-2%	-4%	-4%
Cc1ccc(-c2nc(C#N)c(N3CCC(C)CC3)o2)cc1	7.8	88	7%	-12%	7%	-0.6%	i	0.3	-1%	3%	1%
CCOc1ccccc1NC(=O)CNC(=O)N1CC(=O)Nc2ccccc21	0.2	57	27%	-15%	-17%	1.4%	i	3.1	-3%	-25%	2%
CC(=O)/C(C#N)=C1\NC(=O)C(Cc2ccccc2Cl)S1 (centres undefined)	0.1	59	7%	0%	8%	17%	i	0.8	18%	14%	-18%
CC(C)C(=O)N1CCN(c2nc(-c3ccccc3)c3c(c2C#N)CC(C)(C)OC3)CC1	2.2	43	8%	-4%	2%	1.5%	i	2.6	0%	-1%	13%
CCN(CC)C(=O)c1ccc(C(=O)c2c(C)cc(C)cc2C)cc1	-0.2	38	14%	-5%	6%	-1.6%	i	0.9	-7%	1%	-7%
CN1CCN(C2CCN(S(=O)(=O)c3ccc(C(C)(C)C)cc3)CC2)CC1	0.5	55	-2%	-13%	7%	-0.1%	i	0.3	1%	1%	.

Some of the entries so far, in markdown.
| compound | NTR1 ag | NTR1 ag cell count 20 µM | GPR35 antagonists | LYP phosphatase | MgcRacGAP inhibition | HIV fusion peptide | Myeloid diff MLP | Myeloid diff MLP GFP+ MAC1+ % | Siah-1 displacement | GPR55 antagonists | Salmonella PhoP GFP |
| --- | --- | --- | --- | --- | --- | --- | --- | --- | --- | --- | --- |
| COc1ccccc1CNC(=O)COn1nnc2ccc(S(=O)(=O)N3CCOCC3)cc21 | 1.0 | 69 | . | . | 6% | . | i | 1.1 | . | . | 4% |
| O=C(CNCc1ccccc1)Nc1ccc(Cl)cc1 | -1.2 | 83 | -3% | -8% | 8% | 1.5% | i | 1.0 | -1% | 1% | 16% |
